Tb PGK inh = T. brucei PGK inhibition; P07378; PGK/GAPDH coupled, Kinase-Glo luminescence, 60 min; Potency, µM (doses to about 57.5 µM), for inactives: at the top dose activity change, negative = inhibition, actives largely listed as inhibitors; 380,000 tested, 0.043% active; AID 602233; also: potency is read from the fitted curve at half-maximal effect; % is scaled to controls: 0 for no effect and ±100 for the full control effect; nearly all actives have a fitted effect of over 60% in size
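Luminescent ATP detection (Kinase-Glo Plus) follows a 60-minute room-temperature incubation, with wells lacking PGK as controls. Buffer: 100 mM TEA (pH 7.6), 5 mM MgCl2, 0.01% Tween-20. Coupling enzyme GAPDH (100 nM final) supplies unstable 1,3-BPG in-well.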
HP1b chromo inh = inhibitors of HP1-beta chromodomain binding to methylated histone tails | P83916 | AlphaScreen HP1-beta / biotin-H3K9me3 peptide binding | Potency, µM (doses to about 114 µM), for inactives: at the highest dose activity change, negative = inhibition, hits mostly inhibitors | 390,000 tested, 0.56% active | AID 540317; also: potency is read from the fitted curve at half-maximal effect; nearly all actives have a fitted effect of over 70% in size; inactives centre near 23
Target sequence (P83916 whole entry, looked up): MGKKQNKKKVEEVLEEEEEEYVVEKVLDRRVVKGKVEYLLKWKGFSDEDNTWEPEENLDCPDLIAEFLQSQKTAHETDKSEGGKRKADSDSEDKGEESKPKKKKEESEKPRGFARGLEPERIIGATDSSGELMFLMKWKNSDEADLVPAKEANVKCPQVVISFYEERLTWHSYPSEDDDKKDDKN
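Compound inhibition of the preformed complex between 50 nM HP1-beta and 50 nM biotinylated H3K9me3 peptide was read by AlphaScreen. Buffer was PBS pH 7.4 with 0.01% Tween-20. Incubations ran 30 min at room temperature, with 10 ug/mL donor/acceptor beads.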
mIDH1 inhibitor = human IDH1 R132H inhibition | O75874 | IDH1-R132H enzyme, NADPH consumption, diaphorase/resazurin fluorescence | Potency, µM (top dose mostly 76.6 µM), for inactives: top-dose activity change, negative = inhibition, most hits filed as inhibitors | 390,000 tested, 0.093% active | AID 602179; also: potency is read from the fitted curve at half-maximal effect; % is scaled to controls: 0 for no effect and ±100 for the full control effect; nearly all actives have a fitted effect of over 65% in size
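IDH1-R132H (0.5 ug/mL) preincubated 30 min with compound, then NADPH (0.016 mM) and alpha-KG (2 mM) added; 80 min at RT, pH 7.5. Remaining NADPH coupled via diaphorase/resazurin to fluorescence (540/590 nm); concentration-response curves normalized to no-enzyme control.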
Pin1 inh = blocks the human prolyl isomerase Pin1. 390,000 tested, 0.009% active. Pin1 FP peptide displacement, HiFluor488, 10 min. Q13526. Potency, µM (highest dose often 115 µM), for inactives: at the top dose activity, negative = inhibition, actives largely listed as inhibitors; active = well fitted inhibition curve with a large enough effect in the polarisation, with a control signal flat, not every such curve was filed as active; inconclusive = small, poorly fitted or top-dose-only effect, or effect the other way, or a change in a side signal; inactive = no such curve, though single readings can be large or run the other way; the % refers to the polarisation; also: potency is read from the fitted curve at half-maximal effect; % is scaled to controls: 0 for no effect and ±100 for the full control effect
Target sequence (Q13526 whole entry, looked up): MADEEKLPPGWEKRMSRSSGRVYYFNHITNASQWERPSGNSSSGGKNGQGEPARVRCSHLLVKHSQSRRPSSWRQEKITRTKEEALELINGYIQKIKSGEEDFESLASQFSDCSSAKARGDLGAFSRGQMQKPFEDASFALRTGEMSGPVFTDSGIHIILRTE
USP1 inh = inhibitors of human USP1/UAF1 deubiquitinase; 390,000 tested, 0.23% active; AID 743255; Potency, µM (doses to about 57.1 µM), inactives show top-dose activity change, negative = inhibition, hits mostly inhibitors; recombinant USP1/UAF1, Ub-Rhodamine cleavage fluorescence; also: potency is read from the fitted curve at half-maximal effect; % is scaled to controls: 0 for no effect and ±100 for the full control effect; nearly all actives have a fitted effect of over 60% in size; inactives centre near -12
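High-throughput fluorogenic screen: 1nM USP1/UAF1 complex, Ub-Rho substrate 150nM final, 50mM HEPES pH 7.8 with 0.5mM EDTA, 0.1 mg/ml BSA, 1mM TCEP and 0.01% Tween-20.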
TrxR1 substrate = is turned over as a substrate by rat TrxR1; 390,000 tested, 0.01% active; purified TrxR1 substrate turnover, NADPH consumption readout; Potency, µM (highest dose often 114 µM), inactives show at the top dose activity change, negative = substrate turnover; O89049; also: potency is read from the fitted curve at half-maximal effect; % is scaled to controls: 0 for no effect and ±100 for the full control effect; nearly all actives have a fitted effect of over 50% in size
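Rat TrxR1, dispensed at 90 nM, was prereduced with 400 uM NADPH (final) for 5 min at ~22 deg C, then incubated with compound 15 min before 400 uM selenite. A first-read NADPH fluorescence drop versus no-compound background flagged substrates.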
rTrxR1 inhibitor = blocks rat thioredoxin reductase 1. 390,000 tested, 1% active. Potency, µM (top dose mostly 114 µM), for the others: at the highest dose activity change, negative = inhibition, actives largely listed as inhibitors. AID 588453. recombinant rTrxR1, NADPH fluorescence consumption, selenite substrate. O89049; also: potency is read from the fitted curve at half-maximal effect; % is scaled to controls: 0 for no effect and ±100 for the full control effect; nearly all actives have a fitted effect of over 65% in size
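Rat TrxR1 (90 nM in the dispensed reagent) was pre-reduced with 400 uM NADPH for 5 min at room temperature, then incubated with compound for 15 min. After 400 uM selenite was added, NADPH fluorescence (Ex 340/Em 450 nm) was followed for 8 min.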
GLS inhibitor = inhibitors of human glutaminase (GLS) | GLS enzymatic activity, qHTS titration | Potency, µM (top dose mostly 45.5 µM), inactives show top-dose activity change, negative = inhibition, most hits filed as inhibitors | 410,000 tested, 0.21% active | AID 624170; also: potency is read from the fitted curve at half-maximal effect; % is scaled to controls: 0 for no effect and ±100 for the full control effect
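hKGA; 45 mM KH2PO4 pH 8.2 + 0.02% Tween-20; cpd via pin tool; 1 mM Gln soln; GluOx/HRP/Amplex Red; RT 30 min; fluor. t0 & final.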
PI4K2A block = PI4K2A (human) kinase inhibition | purified PI4K2A, ADP-Glo luminescence, 1 h; hits give low values | activity change, negative = inhibition, % at 76.9 µM | Q9BTU6 | AID 1346378 | 420,000 tested, 0.13% active; in the data active = activity change below about -50%; inconclusive = mostly about -30% to -49%;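 also: -100% = wells without enzyme as full effect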
Target sequence (Q9BTU6 whole entry, looked up): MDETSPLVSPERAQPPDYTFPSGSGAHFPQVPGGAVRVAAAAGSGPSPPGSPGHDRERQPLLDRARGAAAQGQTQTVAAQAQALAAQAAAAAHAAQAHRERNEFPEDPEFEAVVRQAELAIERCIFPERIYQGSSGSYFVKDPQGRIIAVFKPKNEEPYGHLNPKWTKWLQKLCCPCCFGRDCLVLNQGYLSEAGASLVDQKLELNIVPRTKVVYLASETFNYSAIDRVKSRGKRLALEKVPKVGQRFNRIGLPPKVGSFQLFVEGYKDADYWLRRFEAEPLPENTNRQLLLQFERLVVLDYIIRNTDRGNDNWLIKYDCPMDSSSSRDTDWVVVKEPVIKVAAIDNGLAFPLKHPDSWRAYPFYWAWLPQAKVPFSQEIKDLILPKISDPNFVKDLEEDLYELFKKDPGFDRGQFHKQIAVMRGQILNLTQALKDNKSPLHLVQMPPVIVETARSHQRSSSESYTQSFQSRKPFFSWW
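ADP-Glo luminescence measured ADP generated by PI4K2A enzyme (4 ug/mL before mixing) with 1.2 mM PI substrate (pre-mix) and 300 microM ATP (pre-mix). Tris pH7.5 buffer with MgCl2, Triton X-100; 1 h reaction at ambient temperature.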
* hit, by the source's call; i = inactive; u = inconclusive; x = no result given; & = joins results of further samples; [ ] = remark or other dose. Unless noted, calls follow the shape of the dose curve; as a rule, active = well fitted curve in the direction sought with a large enough effect; inconclusive = small, poorly fitted or top-dose-only effect, or another doubt; inactive = no such curve, though single readings can be large; an effect the other way counts as inactive or inconclusive. Not all compounds are listed; rates above refer to the full screens.

no.	mol	mIDH1 inhibitor	USP1 inh	GLS inhibitor	Tb PGK inh	HP1b chromo inh	Pin1 inh	PI4K2A block	rTrxR1 inhibitor	TrxR1 substrate
1	COC(=O)c1cc(NC(=O)C2CC=CCC2C(=O)O)cc(C(=O)OC)c1 (centres undefined)	-3.2%	-3.9%	-5.2%	-3.7%	45.9%[activator]	3.2%	-6.7	7.6%	-3.2%
2	O=C(Nc1ccc2c(c1)OCO2)C1CC(c2ccccc2O)=NO1 (centres undefined)	-2.0%	-10.9%	7.5%	-6.2%	47.5%[activator]	-6.2%	-9.5	17.0%	4.8%
3	COc1ccc(COC(=O)c2cc([N+](=O)[O-])ccc2N2CCOCC2)cc1F	-2.5%	-22.7%	-5.9%	-0.7%	-7.5%	-1.7%	-4.0	9.2%	-5.6%
4	CCOC(=O)c1nc[nH]c1C	1.3%	-11.4%	-11.7%	0.2%	26.9%	-2.3%	-2.3	9.6%	3.6%
5	O=c1oc2ccccc2cc1NCc1ccccc1O	8.6%	-17.7%	31.2%[activator]	i	41.1%	-0.6%	-7.8	-3.0%[57.1 µM]	-14.5%[57.1 µM]
6	CCOc1ccc(S(=O)(=O)NCc2ccc(F)cc2)c2cccnc12	-3.3%	-0.1%	0.2%	1.8%	50.6%[activator]	0.6%	0.8	-8.5%	68.4%[activator]
7	COC(=O)C1=C(C)N(c2ccc(Cl)c(Cl)c2)C(=O)C1	5.6%	-8.3%	-19.1%	i	22.5%	-3.5%	7.3	50.1µM*	-1.2%
8	COc1ccc(C(=O)COC(=O)CN2C(=O)NC(C)(C)C2=O)cc1OC	2.6%	-8.9%	x	i	34.9%	2.6%	-4.8	-0.1%	-5.2%
9	CCOC(=O)c1ccccc1NC(=O)c1cc2ccc3cccnc3c2[nH]1	9.9%	-15.6%	0.7%	-2.1%	30.4%	70.5%[activator]	3.5	53.3%	56.0%[activator]
10	CN1CC(=O)NC1=NC(=O)c1ccc(Cl)c(S(=O)(=O)N2CCCCCC2)c1	-1.9%	-2.4%	-1.0%	i	35.2%	4.2%	0.1	-2.7%	-8.7%
11	COc1ccc([C@H]2C[C@@H](n3cc(C4CC4)nn3)[C@H](O)CN2C(=O)C2CCCCC2)cc1	3.9%	-16.8%	0.0%	i	x	x	5.3	x	x
12	COc1ccc(C(=S)Nc2ccc(C)cc2)cc1	1.7%	-15.9%	-7.2%	-3.3%	u	u	-2.8	-18.3%	-5.9%
13	O=S(=O)(Nc1cccc2ccccc12)c1ccccc1	22.5%	-23.4%	-11.0%	i	14.6%&23.8%	-1.7%&-9.4%	-1.5	-11.2%&13.3%	2.4%[0.457 µM]
14	COc1c(Br)cc(Br)cc1C(=O)O	14.8%	-13.9%	3.6%	-4.5%	20.4%	1.9%	2.4	4.4%[57.1 µM]	9.1%[57.1 µM]
15	COc1ccc(OC)c(NC(=O)Cn2cnc3sc(C)c(S(=O)(=O)N4CCN(c5ccccc5OC)CC4)c3c2=O)c1	0.0%	-27.3%	9.9%	i	13.7%	0.3%	1.4	19.1%	-1.0%
16	CNS(=O)(=O)c1cccc(C(=O)OCc2cc(Cl)cc3c2OCOC3)c1	1.4%	-6.7%	-4.0%	-2.1%	17.8%	-2.1%	-6.1	-4.9%[57.1 µM]	-0.7%[57.1 µM]
17	COc1ccccc1OCCNC(=O)c1ccc(S(=O)(=O)N(C)C)cc1	-1.5%	0.1%	5.4%	-2.2%	7.8%	5.4%	3.2	23.6%[57.1 µM]	4.9%[57.1 µM]
18	COc1cc2c(cc1NC(=O)c1cc(-c3cccnc3)nc3ccc(C)cc13)oc1ccccc12	-5.4%	-4.8%	-3.3%	-1.1%	-5.5%	3.1%	-3.0	13.3%	4.8%
19	Cn1c(C(=O)NCCN2CCCCCC2)cc2c(=O)n(C)c3ccccc3c21	15.7%	-25.7%	-14.3%	-7.9%	41.8%[activator]	u	-0.8	u	9.9%
20	CN1CCN(C(=S)NC(=O)c2ccccc2Cl)CC1	0.0%	-15.7%	9.7%	-7.8%	-8.6%	-2.2%	1.8	-6.8%	-3.9%
21	CCn1cc(C(=O)NCc2ccccc2Cl)c(=O)c2cc(S(=O)(=O)N3CCCCC3)ccc21	-5.1%	-6.8%	-1.6%	-1.9%	18.0%	-4.7%	5.4	30.6%	10.0%
22	CC(C)=NOCC(=O)Nn1c(COc2ccccc2)nc2ccccc2c1=O	-1.8%	0.9%	-0.8%	1.9%	38.0%[activator]	3.7%	2.1	20.0%	1.6%
23	Cn1c(=O)c(=O)n(C)c2cc(S(=O)(=O)N3CCCC3C(=O)Nc3cccc(F)c3)ccc21 (centres undefined)	-17.8%	8.0%	-5.5%	i	32.2%	0.8%	-8.9	7.1%	1.2%
24	COc1cc(/C=N\NC(=O)c2cccnc2)ccc1OC(=O)c1ccccc1Cl	9.1%	-20.0%	-0.4%	-0.5%	36.9%	u	4.0	-12.0%	-11.5%
25	c1cncc(-c2nc(NCC3COc4ccccc4O3)c3ccccc3n2)c1 (centres undefined)	-2.0%	-1.3%	8.2%	2.5%	1.3%	10.2%	-5.6	-12.6%[57.1 µM]	-12.3%

Rewritten in transposed form: entries from further up.
[1] COC(=O)c1cc(NC(=O)C2CC=CCC2C(=O)O)cc(C(=O)OC)c1 (centres undefined)
[20] CN1CCN(C(=S)NC(=O)c2ccccc2Cl)CC1
[24] COc1cc(/C=N\NC(=O)c2cccnc2)ccc1OC(=O)c1ccccc1Cl
[3] COc1ccc(COC(=O)c2cc([N+](=O)[O-])ccc2N2CCOCC2)cc1F

assay / compound	1	20	24	3
mIDH1 inhibitor	-3.2%	0.0%	9.1%	-2.5%
USP1 inh	-3.9%	-15.7%	-20.0%	-22.7%
GLS inhibitor	-5.2%	9.7%	-0.4%	-5.9%
Tb PGK inh	-3.7%	-7.8%	-0.5%	-0.7%
HP1b chromo inh	45.9%[activator]	-8.6%	36.9%	-7.5%
Pin1 inh	3.2%	-2.2%	u	-1.7%
PI4K2A block	-6.7	1.8	4.0	-4.0
rTrxR1 inhibitor	7.6%	-6.8%	-12.0%	9.2%
TrxR1 substrate	-3.2%	-3.9%	-11.5%	-5.6%

2 records drawn at random from those above, as already listed:
no.	mol	mIDH1 inhibitor	USP1 inh	GLS inhibitor	Tb PGK inh	HP1b chromo inh	Pin1 inh	PI4K2A block	rTrxR1 inhibitor	TrxR1 substrate
23	Cn1c(=O)c(=O)n(C)c2cc(S(=O)(=O)N3CCCC3C(=O)Nc3cccc(F)c3)ccc21 (centres undefined)	-17.8%	8.0%	-5.5%	i	32.2%	0.8%	-8.9	7.1%	1.2%
19	Cn1c(C(=O)NCCN2CCCCCC2)cc2c(=O)n(C)c3ccccc3c21	15.7%	-25.7%	-14.3%	-7.9%	41.8%[activator]	u	-0.8	u	9.9%

(listing goes on)
no.	mol	mIDH1 inhibitor	USP1 inh	GLS inhibitor	Tb PGK inh	HP1b chromo inh	Pin1 inh	PI4K2A block	rTrxR1 inhibitor	TrxR1 substrate
26	O=C(CCc1nc2ccccc2c(=O)[nH]1)NNC(=O)COc1cccc(F)c1	-11.3%	-7.4%	0.2%	-1.2%	30.4%	3.1%	-2.8	13.7%	-6.2%
27	Cc1cc(NC(=O)CSc2nnc(-c3cccs3)n2N)no1	2.6%	-25.5%	10.7%	-10.5%	19.5%	-2.7%	7.4	11.7%[57.1 µM]	13.6%[57.1 µM]
28	O=C(Oc1c(-c2ccccc2)c(=O)n2c3c(cccc13)CC2)c1ccco1	8.8%	-3.2%	46.4%[activator]	-0.7%	6.9%	0.4%	4.2	14.3%[57.1 µM]	9.8%[57.1 µM]
29	COc1ccc(CCNC(=O)c2c(C)oc3ncn(C)c(=O)c23)c(OC)c1	3.4%	-8.7%	0.0%	-6.4%	3.3%	0.7%	-2.8	8.7%	2.3%
30	CCCCn1c(SCc2cccc([N+](=O)[O-])c2)nc2ccsc2c1=O	5.7%	-13.3%	3.6%	-6.7%	10.3%	3.2%	5.4	-10.8%	-2.5%
31	O=C(c1ccc(-n2c(SCc3cc(F)ccc3F)nc3ccccc3c2=O)cc1)N1CCOCC1	-2.9%	4.7%	6.4%	-5.9%	38.4%	4.5%	0.2	15.3%	1.1%
32	CC1(C)Cc2c(sc(NC(=O)C(C)(C)C)c2C#N)C(C)(C)N1	7.9%	-20.3%	13.8%	i	24.6%	0.8%	4.9	3.4%	-3.9%
33	O=C(NCC1CCCN(C(=O)c2cccc(C(F)(F)F)c2)C1)c1ccc(F)cc1 (centres undefined)	1.9%	-15.9%	-1.5%	i	31.2%[activator]	-0.6%	4.9	15.3%	-2.0%
34	O=C(Nc1nc2ccccc2[nH]1)c1cccc(Br)c1	3.7%	-21.5%	-16.5%	-10.6%	35.0%	-1.4%	2.7	1.9%	-4.7%
35	N/C(=N\OC(=O)CC1CCCCC1)c1cccc(Br)c1	3.1%	-9.5%	-7.6%	-2.4%	52.8%[activator]	0.6%	5.7	4.6%	-5.3%

Screens (PubChem)
